# Screening data: PubChem, Broad Institute
# LGR2 antag: blocks bursicon-induced cAMP signaling via Drosophila LGR2; HEK293 LGR2, CRE-luciferase, bursicon-stimulated, 4 h; 380,000 tested, 0.35% active; inhibition, % at 9.99 µM;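 active means drop in luminescence signal, shown as inhibition above about 50% in the replicate tests, limit read from the data, passing the limit was not always enough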;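 further: agonist challenge used bursicon conditioned medium at about half maximal strength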
# ARNT-TACC3 inh: ARNT/TACC3 interaction disruption | 390,000 tested, 0.66% active | Q9Y6A5 | AlphaScreen His-ARNT PAS-B/GST-TACC3 binding, luminescence; TACC3 fragment carries E629A point mutation | inhibition, % at 9.99 µM;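 active means mean inhibition of replicates at least 50% and at least half of replicates each reaching 50%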;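 further: 0% = complete ARNT plus TACC3 wells and 100% = ARNT alone without TACC3; many hits fall short of the cut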
# Numbers without * were called inactive. An excerpt; rates above refer to the full screens.
SMILES,ARNT-TACC3 inh,LGR2 antag
COC(=O)c1cc(=O)n(C2CC2)c(=NC2CC2)s1,-7,-4
CCOC(=O)NC1(C(F)(F)F)C(=O)NC(C)=C1C(=O)OC (stereo unspecified),-4,8
CN(C)S(=O)(=O)c1cccc(C(=O)Nc2cccnc2)c1,-1,22
CCOC(=O)c1c(-c2ccc(C)o2)csc1NC(=O)CSc1ncn[nH]1,-1,-13
Cc1[nH]nc2c1C(=O)CCC2,-4,-13
Cc1cc(C)c(C(N)=O)c(Nc2ccc3c(c2)OCCO3)n1,-2,30
COc1cccc(-c2ccc(C#N)c(OC(=O)c3ccc(Cl)cc3)n2)c1,0,9
CCc1nnc(NC(=O)CN2CCN(C3CCCCC3)CC2)s1,-2,-7
O=S(=O)(NC1CCCC1)c1ccc(S(=O)(=O)N2CCc3ccccc32)cc1,-1,17
CN1CCN(C(=O)c2ccccc2NC(=O)Cc2ccccc2)CC1,0,15
O=C(c1cc(-c2cccs2)on1)N1CCN(c2ccc(F)cc2)CC1,17,0
COc1ccccc1-c1nnc2sc(C3CCCCC3)nn12,8,-29
O=C(COc1ccccc1)Nc1ncc2c(n1)CCCC2=O,15,-16
Cc1ccc2oc(-c3ccccc3C(=O)O)cc(=O)c2c1,-4,19
COc1ccc(S(=O)(=O)N2CCCCC2)cc1NC(=O)CSc1ncnc2ccccc12,-23,11
Cc1ccc(/C=c2\sc3nc(-c4cccs4)nn3c2=O)o1,-3,10
CCc1ccc(CCC(=O)Nc2ccc(C)cc2C)o1,-17,-3
CN1CCC(=NNC(=O)CSCc2ccccc2)CC1,-4,2
CN(C)c1nc(N)nc(CSc2nnnn2-c2ccc(C(=O)O)cc2)n1,2,8
O=C(NNC(=S)Nc1ccc(Br)cc1)c1ccc(N2CCOCC2)c([N+](=O)[O-])c1,-7,-3
CC(=O)C1=C(N2CCCCC2)CCC1=O,-3,-13
CCCCC(=O)Nc1ccc(N2CCCC2)cc1,3,3
COc1ccc(S(=O)(=O)N2CCCC(C(=O)O)C2)cc1Cl (stereo unspecified),9,5
CCCCC(C)n1[nH]c(=O)cc1N (stereo unspecified),29,1
CCNC(=S)N/N=C/c1ccc(OCCOc2ccccc2C)cc1,-3,7
O=C(O)c1ccc(N/N=C/c2cccc(F)c2)cc1,1,-27
COc1cc(NC(=O)c2ccc(Cl)cc2)c(OC)cc1Cl,10,-20
Cc1cc(C(=O)CSc2nnc3c(Cl)cc(Cl)cn23)c(C)n1C,-5,4
Cc1cc(=O)[nH]c2cc(O)ccc12,-55,27
CCOc1ccccc1N/C=C(\C#N)c1nc2ccccc2n1C,-1,6
CCc1cc2cc3c(cc2nc1SCC(=O)Nc1nccs1)OCO3,-3,-4
Cc1ccc(C)c2[nH]c(=O)c(CN(CCN3CCCC3)C(=O)Nc3ccc(F)cc3)cc12,6,0
Cc1cccc(S(=O)(=O)c2c(N)n(/N=C/c3ccco3)c3nc4ccccc4nc23)c1,4,9
COc1ccc(-c2nnc(SCCC(=O)O)n2-c2ccccc2)cc1,-8,-13
C=CCn1c(=S)[nH]c2nc3c(cc2c1=O)COC(C)(C)C3,-1,-2
Cc1cccc(C)c1NC(=O)c1c(-c2ccccc2)noc1C,-8,-9
O=c1cc(CN2CCN(c3ccccc3)CC2)c2c(ccc3ccccc32)o1,6,18
CC(CCCC(C)(C)O)NCCO (stereo unspecified),-1,8
CC(C)CCNC(=O)CN(CCCN1CCOCC1)C(=O)Cn1nnc(-c2ccc(F)cc2)n1,-4,-8
COC(=O)c1cc(OC)c(OC)cc1N,-4,-19
CCCCOC(=O)n1c(=O)oc2cc(S(=O)(=O)N3CCCCC3)ccc21,1,-3
NC(=O)c1ccc(C(F)(F)F)n(Cc2c(Cl)cccc2Cl)c1=O,27,-4
COc1ccccc1N1CCN(S(=O)(=O)Cc2ccccc2Cl)CC1,-2,26
Nc1nc(N2C(=O)C3CC=CCC3C2=O)nn1-c1ccccc1 (stereo unspecified),-29,8
CC1(C)CC(=O)C(C=NCC2CCN(C(=O)Nc3ccc(Cl)c(Cl)c3)CC2)=C(O)C1,-10,0
CCn1c(Cn2nnc(-c3ccccc3)n2)nnc1SCC(=O)Nc1ccc(N(C)C)cc1,1,7
CCOC(=O)c1cc(-c2ccc(OC)cc2F)nc2c1c(C)nn2CCC#N,1,-4
CCOCCc1nnc(NC(=O)c2cccc(F)c2)s1,-1,-10
COc1ccc(/C=N/NC(=O)CSc2nnc(CCCc3ccc(OC)c(C)c3)o2)cc1,-4,-2
COc1ccc(S(=O)(=O)N2CCC(C(=O)N3CCCCC3)CC2)cc1Cl,-5,-3
O=C(c1ccccc1)c1cc2ccccc2o1,0,-78
CCOc1ccc2nc(SCC(=O)NCc3ccc4c(c3)OCO4)[nH]c2c1,0,-13
Cc1ccc(SCCC(=O)N2CCCC2)cc1,4,-20
CC(/C=C/c1ccco1)=N\NC(=O)c1cc(C)[nH]n1,21,5
Cc1cc2nc(-c3ccc(NC(=O)C(C)C)cc3)oc2cc1C,11,5
O=C(CSc1nc2ccccc2[nH]1)NCCCn1ccnc1,26,23
COc1cc(S(=O)(=O)Nc2cccnc2)ccc1F,26,-15
COC(=O)c1c(N)c(C#N)c(C)n1-c1ccccc1,-1,-17
CCOC(=O)Cn1c(=O)c2c(nc(N3CCOCC3)n2C)n(C)c1=O,-1,-3
CC(=O)Nc1ccc(C(=O)CSc2nc3ccccc3n2CC(=O)N2CCCC2)cc1,2,3

# Reprinted at random: 2 records from the list, in no set order.
SMILES,ARNT-TACC3 inh,LGR2 antag
Cc1cc(C(=O)CSc2nnc3c(Cl)cc(Cl)cn23)c(C)n1C,-5,4
Nc1nc(N2C(=O)C3CC=CCC3C2=O)nn1-c1ccccc1 (stereo unspecified),-29,8

# Some of the entries so far, with values under each structure.
# The line under a structure holds: ARNT-TACC3 inh | LGR2 antag
> Cc1ccc(C)c2[nH]c(=O)c(CN(CCN3CCCC3)C(=O)Nc3ccc(F)cc3)cc12
 : 6 | 0
> Cc1cccc(S(=O)(=O)c2c(N)n(/N=C/c3ccco3)c3nc4ccccc4nc23)c1
 : 4 | 9
> COc1ccc(-c2nnc(SCCC(=O)O)n2-c2ccccc2)cc1
 : -8 | -13

# Other results follow:
SMILES,ARNT-TACC3 inh,LGR2 antag
Cc1ccc(SCCNC(=O)c2ccc(C)c(S(=O)(=O)Nc3cccc(C)c3)c2)cc1,-18,11
CCOc1ccc(C(=O)NCCCN(CC)CC)cc1,-1,-12
Cc1ccc(S(=O)(=O)N2CCCN(S(=O)(=O)c3ccc4c(c3)OCCO4)CC2)cc1,1,11
CCOc1ccc(-c2nnn(CC(=O)Nc3cccc(OC)c3)n2)cc1OCC,2,1
O=C(NCc1nc(-c2ccccc2)no1)c1ccc2c(c1)OCO2,-4,-2
CC(Sc1ccccn1)C(=O)Nc1ccc(S(N)(=O)=O)cc1 (stereo unspecified),-3,9
CCC(C)NC(=O)CCS(=O)(=O)c1ccc(Br)s1 (stereo unspecified),-3,-40
CC(OC(=O)CN1C(=O)NC(C)(C)C1=O)C(=O)c1ccccc1 (stereo unspecified),-1,4
Cc1nn(Cc2cccc(F)c2)c(C)c1NC(=O)c1c([N+](=O)[O-])c(C)nn1C,-5,6
Cc1ccc(S(=O)(=O)N2CCC(C(=O)NCCN3CCCCCC3)CC2)cc1,-18,-9
CCOc1cc(S(=O)(=O)n2cc(-c3ccc(F)cc3)c(N)n2)cc(OCC)c1OCC,6,2
Cc1ccc(CNCc2ccccc2Cl)cc1,-8,-1
Cc1cc(C)nc(N2CCCC(C(=O)NC3CCCC3)C2)n1 (stereo unspecified),2,-13
CCn1c(Sc2ccc(N)cc2Cl)nc2ccccc21,1,8
CC(=O)Nc1cc(C(=O)N2CCN(C)CC2)ccc1Sc1ccc(C)cc1,-4,0
CCC(CC)C(=O)Nc1cccc(C(=O)NCc2ccco2)c1,4,-15
CC(NS(=O)(=O)c1ccccc1)C(c1cccs1)N1CCN(C)CC1 (stereo unspecified),-10,0
COc1cc(-c2nc(-c3cccc(C(F)(F)F)c3)no2)cc(OC)c1OC,1,11
CCOC(=O)C1CCN(C(=O)Nc2ccc(OC)c(OC)c2)CC1,5,-2
CC(C)(C)c1ccc(OCc2ccc(C(=O)N/N=C3\CC4CC=CC34)cc2)cc1 (stereo unspecified),-6,-70
CCN(CC)C(=O)CSc1nnc(-c2ccncc2)n1N,2,3
COc1ccc(C(=O)NC(=S)Nc2cccc(Cl)c2N2CCOCC2)cc1[N+](=O)[O-],4,16
CN(C)S(=O)(=O)c1ccc(C(=O)Oc2cc(=O)[nH]c3ccccc23)cc1,-27,9
CC(C)(C)NC(=O)C(c1ccncc1)N(Cc1cccs1)C(=O)Cn1nnc(-c2cccs2)n1 (stereo unspecified),-6,-17
CSc1ccccc1NC(=O)c1noc2c1CCC2,3,-43
NC(=O)C1CCN(c2ccc(C(F)(F)F)cc2[N+](=O)[O-])CC1,3,4
CC(NC(=O)C12CC3CC(CC(C3)C1)C2)C(=O)NCCN(C)C (stereo unspecified),-7,-9
Cc1ccc(CSCC(=O)N2CCOCC2)cc1,-1,-1
Cc1onc(-c2c(F)cccc2Cl)c1C(=O)Nc1sc2c(c1C(N)=O)CCC2,-15,24
CC(C)(C)C1CCC(C(=O)OCC(=O)c2ccc[nH]2)CC1 (stereo unspecified),-9,-9
CS(=O)(=O)N1CCN(C(=O)c2ccccc2)C1,-3,-4
Cc1nn(Cc2ccccc2)c(C)c1NC(=O)c1cc(-c2ccco2)on1,1,0
Cn1c(=O)n(C)c2cc(/C=C3/NC(=O)N(Cc4ccccc4)C3=O)ccc21,-2,-23
COc1ccc(-n2cnnc2SCC(=O)NCc2cccs2)cc1,-6,-12
Clc1ccc(CSc2nnc(-c3ccc4c(c3)OCO4)o2)cc1,-2,12
CCCCOc1ccc(S(=O)(=O)N2CCCCCC2)cc1,-12,-22
COc1cccc(N2CC(C(=O)NC3CCCCC3)CC2=O)c1 (stereo unspecified),-4,-5
CCOc1ccc(-c2nc(N)nc(C)c2-c2ccc(OC)c(OC)c2)c(O)c1,-5,-4
Cc1ccc2c(c1)N(CC(=O)N(Cc1ccc3c(c1)OCO3)CC1CCCO1)C(=O)C(C)O2 (stereo unspecified),4,13
COC(=O)c1ccccc1NC1CC(=O)N(c2c(C)cccc2C)C1=O (stereo unspecified),8,-10
Cc1ccc(S(=O)(=O)N/N=C\c2ccccc2OCc2ccccc2)cc1,-2,0
COc1cc(CNn2cnnc2)ccc1OCC(=O)NC(C)(C)C,15,4
CN(CCOC(=O)c1ccc2c(c1)OCCO2)C(C)(C)C,-1,-2
CCOC(=O)C1=C(Cn2cnc3ccccc32)NC(=O)NC1c1cc(C)ccc1C (stereo unspecified),3,47
COc1ccc(Cn2nnnc2C(c2ccccc2OC)N2CCC(C(N)=O)CC2)cc1 (stereo unspecified),-3,-13
C/C(Cn1nc([N+](=O)[O-])cc1C)=N\NC(=O)COc1c(Cl)cc(Cl)cc1Cl,-9,5
COc1ccc(C(=O)CSc2nnc(Cc3ccccc3)o2)cc1,-9,5
CCOC(=O)C1CCN(C(=O)CSc2nnc(-c3ccco3)n2-c2ccccc2)CC1,-20,-8
COc1ccc(S(=O)(=O)N2CCn3c2nc2ccccc23)cc1,-10,25
C=C(C)c1nc2cc(OC)c(OC)cc2c(=O)o1,-48,-5
Cc1cc(C(=O)NC(C)C)on1,-4,-7
O=C(c1ccccc1-c1nc2ccccc2[nH]1)N1CCCCC1,-20,-19
Cc1ccc(C(=O)CSc2nnc(CNc3nc(-c4ccccc4)cs3)n2C)cc1,10,14
Clc1ccc(CSc2nnc(NC3=NCCCCC3)s2)cc1,-3,-17
CCOc1cc(C(C#N)N2CCCCC2)ccc1OC (stereo unspecified),-7,-9
COc1cccc(C2=NOC(C(=O)Nc3cccnc3)C2)c1 (stereo unspecified),-1,-16
O=S(=O)(CCc1nc2ccccc2s1)c1ccc2ccccc2c1,0,-16
Cc1ccc(OCc2nnc(SCc3ccc(C#N)cc3)n2-c2ccc(C)cc2)cc1,0,8
COc1ccc(S(=O)(=O)N(C)CC(=O)N2CCN(Cc3ccccc3)CC2)cc1C,-1,-2
COc1cc(C2=NOC(C(=O)Nc3ccc(C)cc3)C2)cc(OC)c1OC (stereo unspecified),-8,2

# (continued)
SMILES,ARNT-TACC3 inh,LGR2 antag
Cc1cccc(C(=O)NCCc2n[nH]c(=S)n2C)c1,-2,3
CCOC(=O)c1c(C)[nH]c(C(=O)COC(=O)/C=C/c2ccc(OC(F)F)cc2)c1C,-1,6
COc1ccc(-c2cc(C(=O)NCCc3ccccc3)no2)cc1OC,-18,-21
O=C(Oc1cccc2cccnc12)c1ccc(N2C(=O)C3C4CCC(C4)C3C2=O)cc1 (stereo unspecified),9,-16
CCOC(=O)NCN1C(=O)C2C3C=CC(C3)C2C1=O (stereo unspecified),-12,0
O=C(CNS(=O)(=O)c1ccc(F)cc1)N1CCN(c2ccc(F)cc2)CC1,-9,-12
CC(=O)Nc1sc2c(c1C(c1ccccc1)N1CCOCC1)CCCC2 (stereo unspecified),-3,11
COC(=O)C(C)NC(=O)C12CC3CC(CC(C3)C1)C2 (stereo unspecified),-11,8
Cc1cc(NC(=O)c2c(F)c(F)c(F)c(F)c2F)no1,-23,23
